LYP inhibition: LYP phosphatase inhibitors, primary screen, biochemical, DiFMUP fluorescence, recombinant catalytic domain, 10 µM (AID 606). recombinant LYP catalytic domain, DiFMUP fluorescence; higher % means a stronger effect. inhibition, % at 10 µM, or IC50 in µM where a hit was titrated. 52,000 tested, under 10 active;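 active means IC50 under 40 µM in the dose-response test; inactive means IC50 of 40 µM or more, or never dose-tested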
Bfl-1 inhibitors: displacement of Bid BH3 peptide from Bfl-1 – biochemical, fluorescence polarization, FITC-Bid, mouse, primary screen (AID 432). FITC-Bid BH3 peptide fluorescence polarization displacement; higher % means a stronger effect. displacement, % at 20 µM, or IC50 in µM where a hit was titrated. 0.02% of 64,000 active; in the data active means a potency from the dose series; inactive means the rest, 99 in 100 with displacement below about 15%; further: strong numbers were not always called active
TNAP inhibition: human TNAP enzyme inhibitors, biochemical, luminescent (AID 518) | purified TNAP enzyme, luminescent substrate readout; higher % means a stronger effect | inhibition, % at 20 µM, or IC50 in µM where a hit was titrated | 0.09% of 64,000 active; in the data active means a potency from the dose series; inactive means the rest, 99 in 100 with inhibition below about 22%;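 further: plate controls were vehicle for no effect and reference inhibitor for full effect; many of its hits are not listed in these tables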
Spn PMK inh: blocks S. pneumoniae phosphomevalonate kinase. purified PMK, PK/LDH-coupled NADH absorbance 340 nm. inhibition, % at 10 µM. 0.49% of 65,000 active. AID 539;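 active means top-ranked compounds by inhibition in the single 10 µM screen, taking a fixed number of the strongest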;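 further: 0% = full reaction with DMSO carrier and 100% = background rate without enzyme reaction; no value below 0 was filed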
HT1080 cytotoxicity: cytotoxicity in HT1080 fibrosarcoma cells, cell-based, fluorescence readout (AID 620) | HT1080 viability, fluorescence; higher % means a stronger effect | 0.42% of 87,000 active | one-dose cytotoxicity, % at 10 µM; EC50 in µM for titrated hits;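 further: cells exposed to compound overnight then 4 h with Alamar Blue; 0% = vehicle DMSO and 100% = killing control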
MK inhibit: blocks S. pneumoniae mevalonate kinase; inhibition, % at 10 µM; 0.48% of 65,000 active; AID 555; purified MK, PK/LDH-coupled NADH absorbance 340 nm;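 active means ranked among the strongest by inhibition in the single 10 µM screen, a fixed top-ranked set picked for dose follow-up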; further: no value below 0 was filed
HPDE-C7 cytotoxicity: HPDE-C7 pancreatic duct cell viability loss – fluorescence, HTS (AID 430); HPDE-C7 pancreatic duct cells viability, fluorescence; higher % means a stronger effect; one-dose cytotoxicity, % at 10 µM; EC50 in µM for titrated hits; 1.8% of 63,000 active;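 further: cells exposed to compound for 48 hours before viability readout; 0% = vehicle and 100% = reference cytotoxic drug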
KRASV12 cytotoxicity: cytotoxicity in KRAS-transformed pancreatic duct cells, primary screen, cell-based, fluorescence, HTS (AID 431). HPDE-C7K KRASV12 cells, Alamar Blue viability, 48 h; higher % means a stronger effect. one-dose cytotoxicity, % at 10 µM; EC50 in µM for titrated hits. 1.7% of 63,000 active;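 active means compounds whose percent cytotoxicity in the single-dose primary screen, scaled between solvent and toxic-drug controls, exceeds 50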;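 further: 0% = DMSO solvent wells and 100% = doxorubicin-treated wells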
DPM-DC inhibit: blocks S. pneumoniae diphosphomevalonate decarboxylase | calls only at 10 µM | AID 556 | purified DPM-DC, PK/LDH coupled NADH fluorescence | 0.49% of 65,000 active;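 active means the 320 compounds with the highest percent inhibition in the single-dose primary screen, excluding strongly autofluorescent ones, cut at about 32% in these data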;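 further: kinetic rate of NADH fluorescence loss reporting ADP formed by the decarboxylase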
Spn PMK inh pilot replicates: second read-out of Spn PMK inh, no call of its own (marks repeat the call); inhibition, %; measured here: pilot screen replicates
MK inhibit pilot replicates: second read-out of MK inhibit, no call of its own (marks repeat the call); inhibition, %; measured here: pilot screen replicates
DPM-DC inhibit pilot screen %: further read-out of DPM-DC inhibit, marked with its call; inhibition, %; measured here: pilot screen trials
* marks the source's active call; other numbers are inactive results; i = inactive; x = no result given. Unless noted, no stated cut-off is given here; in the data, active means cytotoxicity above about 50%; inactive means the rest.

SMILES	LYP inhibition	Bfl-1 inhibitors	TNAP inhibition	Spn PMK inh	HT1080 cytotoxicity	MK inhibit	HPDE-C7 cytotoxicity	KRASV12 cytotoxicity	DPM-DC inhibit	others
O=C(O)C12C3CCCC1C32c1ccccc1 (configuration not stated)	x	1%	2%	0	10%	7	-3%	-9%	i
CCOc1ccccc1N=C1SCCCN1C	11%	2%	8%	2	17%	4	-4%	9%	i
O=C1CC(N2CCC(n3c(=O)[nH]c4ccccc43)CC2)C(=O)N1Cc1ccccc1 (configuration not stated)	1%	0%	13%	8	13%	9	-14%	0%	i
OC(Cc1ccccc1)(c1ccccc1)C1CN2CCC1CC2 (configuration not stated)	-5%	-10%	11%	9	8%	11	30%	25%	i
O=C(Cn1ncc2ccccc21)N1CCC2(CC1)OCCO2	2%	-2%	-2%	5	0%	8	-19%	-21%	i
CC(=NCc1cccnc1)c1c(O)n(-c2ccc(C)cc2)c(=O)[nH]c1=O	x	3%	6%	8	9%	4	7%	9%	i
CC1(C)C2CC=C(CN3CCOCC3)C1C2 (configuration not stated)	17%	-16%	17%	0	-6%	8	-2%	6%	i
O=C1CC[C@@]2(O)[C@H]3Cc4ccc(O)c5c4[C@@]2(CCN3CC2CC2)[C@H]1O5	17%	2%	12%	0	25%	4	1%	0%	i	Spn PMK inh pilot replicates=3.0;MK inhibit pilot replicates=0.0;DPM-DC inhibit pilot screen %=0.0
Cc1ccc2c(c1)C1CN(C)CCC1N2C(=O)Cc1cccs1 (configuration not stated)	-1%	-1%	6%	9	-2%	8	-13%	-10%	i
O=C1NC(=O)C(C/C=C/c2ccccc2)C(=O)N1	12%	4%	-4%	0	6%	5	3%	-11%	i
N=c1c2c(n(Cc3ccc(Cl)cc3Cl)c3c1CCC3)CCCC2	4%	-5%	-8%	9	11%	2	32%	21%	i
CCC(C)(C)n1nnnc1C(c1cccs1)N1CC=C(c2ccc(F)cc2)CC1 (configuration not stated)	3%	-6%	13%	9	5%	1	-5%	1%	i
CN1C(=O)N(C)C(=O)C2(Cc3c(nc4ccccn4c3=O)N3CCC(Cc4ccccc4)CC32)C1=O (configuration not stated)	6%	0%	5%	8	17%	3	x	x	i
CCn1c(O)c(C(=O)CC2NCCc3ccccc32)c(=O)n(CC)c1=S (configuration not stated)	1%	2%	7%	2	3%	12	23%	8%	i

Two records drawn at random from those above, as already listed:
SMILES	LYP inhibition	Bfl-1 inhibitors	TNAP inhibition	Spn PMK inh	HT1080 cytotoxicity	MK inhibit	HPDE-C7 cytotoxicity	KRASV12 cytotoxicity	DPM-DC inhibit	others
Cc1ccc2c(c1)C1CN(C)CCC1N2C(=O)Cc1cccs1 (configuration not stated)	-1%	-1%	6%	9	-2%	8	-13%	-10%	i
O=C(Cn1ncc2ccccc21)N1CCC2(CC1)OCCO2	2%	-2%	-2%	5	0%	8	-19%	-21%	i

Filtered by structure, the entries above with a halogen
SMILES	LYP inhibition	Bfl-1 inhibitors	TNAP inhibition	Spn PMK inh	HT1080 cytotoxicity	MK inhibit	HPDE-C7 cytotoxicity	KRASV12 cytotoxicity	DPM-DC inhibit	others
N=c1c2c(n(Cc3ccc(Cl)cc3Cl)c3c1CCC3)CCCC2	4%	-5%	-8%	9	11%	2	32%	21%	i
CCC(C)(C)n1nnnc1C(c1cccs1)N1CC=C(c2ccc(F)cc2)CC1 (configuration not stated)	3%	-6%	13%	9	5%	1	-5%	1%	i

Of the compounds above, these have an NH in an aromatic ring.
SMILES	LYP inhibition	Bfl-1 inhibitors	TNAP inhibition	Spn PMK inh	HT1080 cytotoxicity	MK inhibit	HPDE-C7 cytotoxicity	KRASV12 cytotoxicity	DPM-DC inhibit	others
O=C1CC(N2CCC(n3c(=O)[nH]c4ccccc43)CC2)C(=O)N1Cc1ccccc1 (configuration not stated)	1%	0%	13%	8	13%	9	-14%	0%	i
CC(=NCc1cccnc1)c1c(O)n(-c2ccc(C)cc2)c(=O)[nH]c1=O	x	3%	6%	8	9%	4	7%	9%	i

Screening results: PubChem, several laboratories

Not all compounds are listed; count on the stated rates, not on these rows.
